hiPSC survival – enhancers of human iPSC single-cell survival; AID 602274; hiPSC single-cell survival, ATPlite luminescence; 100% = ROCK inhibitor wells, 0% = DMSO; 360,000 tested, 0.044% active; survival enhancement, % at 20 µM; in the data active means survival enhancement above about 18%;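 further: cells exposed to compounds for 16 hours before the ATP read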
m5-HT2A agonist – mouse HTR2A agonism via beta-arrestin recruitment | CHO-K1 mHTR2A beta-arrestin complementation, luminescence; percent of 30 µM serotonin response | activation, % at 7.6 µM | 360,000 tested, 0.66% active | AID 624169;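 active means activation above a run cutoff, the mean activation of all tested compounds plus 3 SD, cut at about 14% in these data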;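 further: 0% = plate median of compound wells and 100% = 30 µM serotonin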
CaV13 FRET inh – Primary screen for inhibitors of IQ motif and Ca2+-dependent inactivation inhibitor domain binding in CACNA1D, Förster resonance energy transfer in living cells, …. HEK cells, CFP/YFP FRET ICDI-IQ, plate reader, 10 min; percent FRET-ratio fall versus neutral wells. inhibition, % at 12.3 µM. 340,000 tested, 0.098% active;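 active means mean replicate inhibition of at least 30% and at least 1% of replicates passing that level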;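 further: 0% = median of the neutral control wells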
ABCB6 inh 2 – blocks the human ABCB6 transporter; K562-ABCB6 porphyrin accumulation, flow cytometry, 1 h; stronger effect = lower value; 360,000 tested, 0.19% active; fluorescence ratio to DMSO, % at 10 µM; AID 602162;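 active means fluorescence ratio to DMSO below 75%, the collection mean minus 3 SD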;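 further: signal is porphyrin accumulated inside mitochondria; 100% equals median channel fluorescence of DMSO control wells; lower ratio means ABCB6 inhibition with less porphyrin fluorescence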
Target sequence (Q9NP58 whole entry, looked up): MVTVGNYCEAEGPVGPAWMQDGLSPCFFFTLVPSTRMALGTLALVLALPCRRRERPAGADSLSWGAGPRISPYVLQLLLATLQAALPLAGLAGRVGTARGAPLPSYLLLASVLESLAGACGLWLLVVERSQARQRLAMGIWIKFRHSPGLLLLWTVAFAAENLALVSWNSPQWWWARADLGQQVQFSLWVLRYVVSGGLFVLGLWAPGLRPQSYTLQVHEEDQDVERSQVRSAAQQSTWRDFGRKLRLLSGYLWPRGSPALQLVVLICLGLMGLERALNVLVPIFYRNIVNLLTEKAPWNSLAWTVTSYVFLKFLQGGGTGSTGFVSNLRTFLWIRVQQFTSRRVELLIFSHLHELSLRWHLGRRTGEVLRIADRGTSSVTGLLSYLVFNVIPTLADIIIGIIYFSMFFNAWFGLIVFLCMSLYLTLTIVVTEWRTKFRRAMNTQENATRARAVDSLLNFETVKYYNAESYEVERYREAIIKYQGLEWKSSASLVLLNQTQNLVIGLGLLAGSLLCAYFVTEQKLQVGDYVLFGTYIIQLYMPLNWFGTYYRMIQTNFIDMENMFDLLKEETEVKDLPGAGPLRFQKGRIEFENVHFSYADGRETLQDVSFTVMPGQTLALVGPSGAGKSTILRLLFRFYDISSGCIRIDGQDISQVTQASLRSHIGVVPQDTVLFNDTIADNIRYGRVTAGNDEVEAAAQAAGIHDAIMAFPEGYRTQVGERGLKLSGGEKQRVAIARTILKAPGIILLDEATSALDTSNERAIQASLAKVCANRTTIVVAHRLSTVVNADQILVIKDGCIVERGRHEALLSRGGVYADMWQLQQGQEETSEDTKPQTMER
PDI turbidity – inhibitors of human protein disulfide isomerase; P07237; PDI insulin aggregation turbidity, A650, 90 min; inhibition, % at 10 µM; 350,000 tested, 0.052% active; AID 588391;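 active means mean inhibition across replicates of 30% or more, whatever share of single replicates reach that level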;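 further: absorbance from insulin aggregation driven by PDI reduction with DTT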
Granule exo inh – lytic granule exocytosis inhibition. TALL-104 LAMP-1 surface exposure, flow cytometry; cells stimulated with thapsigargin and PMA. inhibition, % at 10 µM. 360,000 tested, 0.66% active;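 active means inhibition above about 55%, limit read from the data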
H9c2 protect – protects H9c2 cardiomyocytes from peroxide injury. H2O2 injury protection, ATPLite, 2 h. protection from H2O2 cell death, % at 20 µM. 360,000 tested, 0.63% active;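 active means compounds giving at least 50% protection of heart cells from peroxide-induced death in the single-dose screen, raw or plate-pattern-corrected value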;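 further: 0% = DMSO wells with peroxide and 100% = DMSO wells without peroxide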
Vif inh – HIV Vif inhibition. inhibition, % at 7.49 µM. 340,000 tested, 0.35% active. HEK293T cells, Vif self-association by quenched fluorescence, imaging, 24 h. AID 602346; in the data active means inhibition above about 50%, passing the limit was not always enough; further: some results filed as inactive read as strong as hits
aDG glyco act – increases alpha dystroglycan glycosylation | Pro5-aDG cells, alpha-DG glycosylation AlphaScreen (IIH6); 0% Pro5, 100% B10-LARGE cell signal | activation, % at 10 µM | 360,000 tested, 0.22% active | AID 624168;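 active means activation of at least 8% versus controls, or a plate z-score of at least 8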;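 further: Pro5 are CHO cells carrying HIG-tagged alpha-DG that lacks glycosylation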
N-glyco inh – blocks N-linked glycosylation in D54 reporter cells. D54 ERlucT glycosylation luciferase reporter, 24 h; percent of 100 nM tunicamycin response. reporter increase, % at 12.5 µM. 360,000 tested, 0.23% active. AID 588692;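 active means mean luciferase reporter signal, scaled so untreated is 0 and the glycosylation-blocking control 100, at or above a set limit in every replicate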;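 further: luciferase carries N-glycosylation sites so blocking glycosylation raises the light; 0% = median of neutral control wells and 100% = median of 100 nM tunicamycin wells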
An asterisk follows results filed as active; · = no result given. Rows are unselected (roughly 3.1% active in at least one column).

compound	hiPSC survival	m5-HT2A agonist	CaV13 FRET inh	ABCB6 inh 2	PDI turbidity	Granule exo inh	H9c2 protect	Vif inh	aDG glyco act	N-glyco inh
COC(=O)c1cnn(-c2ccc(Cl)cc2)c1/C=N/NC(N)=S	0.7	4	-5	90	3	5	3	1	-0.1	-1
NC(=O)C1CCN(C(=O)CC(c2ccccc2)c2ccccc2)CC1	0.1	5	-1	115	0	4	2	-1	0.2	-1
CCN(CC)C(=O)CC(c1ccccc1)c1ccco1 (stereo unspecified)	-0.5	2	-11	98	-4	-4	-1	-2	-0.1	0
Cc1ccc2c(CN(C)Cc3ccccc3)cc(=O)oc2c1	0.3	-6	-11	99	·	-6	-3	·	-0.1	-6
O=C(CN1CCN(S(=O)(=O)c2ccc(F)cc2)CC1)c1ccc(O)c(O)c1	-0.5	-6	-20	103	0	-2	16	3	0.3	-2
Cc1nc2sc(C(c3ccccc3)N3CCN(C(=O)c4ccco4)CC3)c(O)n2n1 (stereo unspecified)	1.2	-1	-8	98	-8	-3	9	2	-0.3	0
COc1ccc(Cc2nc3ccc(C(=O)NCCc4ccccn4)cc3o2)cc1OC	-0.4	1	-6	99	14	3	12	-8	0.1	-2
CC1=CC(=NNS(=O)(=O)c2ccc([N+](=O)[O-])cc2)CC(C)(C)C1	-1.8	1	-5	97	-4	4	0	5	-0.1	0
O=C1CCc2cc(NS(=O)(=O)c3ccccc3)cc3c2N1CCC3	1.1	10	-2	102	10	-11	1	-9	0.0	0
CNc1nc(-c2ccc3c(c2)CCN3C(=O)c2ccccc2F)cs1	-3.4	-5	-7	108	18	0	-20	2	0.5	-10
O=C(NCc1nc2ccccc2[nH]1)C1=C[C@@H](c2csc3ccccc23)C[C@@H](OCCCCO)O1	0.6	5	-10	98	5	0	7	-2	-0.1	1
Cc1ccc(-c2nnn(C/C(N)=N/O)n2)cc1	1.4	-1	-5	99	6	0	0	10	-0.4	3
COc1ccc(-c2c(-c3cc(OC)cc(OC)c3)n(C)c3ccc(-c4ccn[nH]4)cc23)cc1	15	-1	-6	101	12	-6	-10	-3	1.3	-1
Cn1c(CO)cnc1SCc1ccccc1	-2.0	-2	·	101	6	1	17	3	-0.3	2
CCN(CC)CCNC(=O)C(=O)Nc1ccc2c(c1)N(S(=O)(=O)c1cccs1)CCC2	1.1	-8	·	95	0	0	2	-1	0.2	-2
CCNC(=O)n1cc(-n2cncn2)c(-c2ccccc2)n1	-1.1	3	-2	90	1	1	13	6	0.3	1
CC1CCN(C(=O)CNC(=O)CNS(=O)(=O)c2ccccc2)CC1	0.5	4	-5	97	10	-3	2	1	-0.1	1
Cc1cccc(C(=O)NC2CC3CCCC(C2)N3C(=O)NC2CCCCC2)c1 (stereo unspecified)	10	1	·	98	-7	0	-8	-1	-0.1	-1
CCOc1ccccc1Oc1coc2cc(O)ccc2c1=O	4.3	0	-4	97	10	4	14	1	-0.2	1
Nc1nc(N)c2[nH]c(-c3ccccc3)nc2n1	-0.2	3	-5	97	9	-10	-1	-4	-0.1	3
C/C(Nc1ccc(C)cc1)=C(/C#N)C(N)=O	8.1	-1	-9	101	6	4	-1	-4	0.1	3
O=C(NCC1CCCO1)c1cc2c(s1)CCC2 (stereo unspecified)	-1.2	3	-21	103	5	-1	-12	1	-0.3	-5
O=C1CCC(C(=O)OCc2nnc(-c3ccc(Cl)cc3)o2)=NN1	-0.1	6	-5	96	0	-8	5	-16	0.0	1
CCOC(=O)c1cc(-c2csc(-c3ccc(C(F)(F)F)cc3)n2)on1	2.3	2	0	113	2	3	-7	-2	-0.1	1
COc1ccc(-n2nc(C)cc2Nc2ccccc2C(=O)O)cc1	-0.3	5	-17	88	-3	2	-1	-5	-0.1	0
COc1ccc(N(CC(=O)N2CC=C(c3ccccc3)CC2)S(=O)(=O)c2c(C)noc2C)cc1	-1.9	5	-3	96	·	-10	20	1	0.1	-2
CNS(=O)(=O)c1cc(Br)ccc1S(=O)c1ccccc1C(=O)O (stereo unspecified)	-0.2	1	-4	92	-2	6	3	-4	0.0	-2
COc1cc2c(cc1OC)C(=NO)CCCC2	-1.7	0	-15	99	0	-1	6	·	0.2	2
C[C@H](CO)N1C[C@H](C)[C@@H](CN(C)Cc2ccccc2)Oc2c(NC(=O)C3CCCCC3)cccc2C1=O	-1.5	-1	-2	98	-2	10	4	-9	0.6	-1
Cc1cc(C(=O)Nc2cccc(C)c2C)c2ccccc2n1	1.2	2	16	106	6	3	0	2	0.1	3
Cc1ccccc1NC(=O)N(O)C1(C#N)CCCCC1	-2.2	-2	-10	89	-1	-5	0	6	-0.1	1
COc1ccccc1OCCn1c(=O)n(C)c2ccccc21	-0.3	-2	-2	95	3	2	5	-5	-0.1	2
CN(C)C(CNC(=O)c1ccc2nccnc2c1)c1ccco1 (stereo unspecified)	-0.1	2	-6	94	13	-2	16	-10	0.1	2
O=C(CSc1nc2[nH]ncc2c(=O)[nH]1)Nc1ccccc1	1.2	2	-17	101	5	-2	1	-2	-0.2	2
Nc1cccc2c(O)cccc12	0.2	-3	-5	99	7	23	-12	-10	0.2	4
N#Cc1c(-c2ccccc2F)cc(C2CC2)nc1SCC(=O)c1cccs1	1.3	-1	-15	123	0	0	-7	19	1.1	1
Cn1c(=O)c2c(SCCN3CCOCC3)nc(C3CCCC3)nc2n(C)c1=O	-0.4	2	-2	93	-10	-1	4	10	-0.3	2
CCOP(=O)(c1ccccc1)C(O)c1ccc(F)cc1 (stereo unspecified)	0.6	3	-3	96	-8	-1	2	6	0.0	3
CC(CCc1ccccc1)NC(=O)CN1CCN(Cc2ccc(Cl)cc2)C1=O (stereo unspecified)	0.5	-2	-5	92	-9	4	-6	0	0.2	-2
COCCCN(C(=O)c1cc(-c2ccco2)nc2ccccc12)c1c(N)n(Cc2ccccc2)c(=O)[nH]c1=O	0.5	2	-17	99	-3	0	-4	-2	1.1	-1
Cn1ccnc1SCC(=O)N1CCN(S(=O)(=O)c2ccccc2)CC1	-0.4	-12	-6	103	-4	-2	9	-1	0.0	-3
COc1cc(-c2noc(C)c2C#Cc2ccc(N)cc2)cc(OC)c1OC	3.3	2	-6	106	-12	0	7	0	0.0	9
CCn1cc(C(=O)N2CCN(Cc3ccc4c(c3)OCO4)CC2)c(=O)c2ccc(C)nc21	-4.8	4	·	104	5	0	-4	-7	-0.1	3
O=C(N/N=C\c1ccc(F)cc1)c1ccc(Cn2cc(Br)c([N+](=O)[O-])n2)o1	-0.9	1	-5	97	-4	-2	7	5	0.1	1
CCCc1ccc(OCc2ccc(C(=O)N3CCN(c4ccccn4)CC3)o2)c(OC)c1	-2.6	-3	-7	100	9	1	-17	-17	1.8	2
Cc1oc(-c2ccccc2Cl)nc1CS(=O)(=O)CC(=O)NCCc1ccccc1	-1.4	2	2	99	·	0	-2	·	0.1	1
COc1ccc(N2CS(=O)CC2=O)cc1 (stereo unspecified)	1.8	-1	6	105	-9	14	6	-17	-0.6	3
Cn1c(=O)c(C(=O)CCl)c(N)n(CC2CC2)c1=O	-4.9	4	·	98	-2	-4	0	·	0.3	-4
Cc1ccc(S(=O)(=O)CCC(=O)Nc2nnc(-c3ccc(F)cc3)o2)cc1	-0.2	-4	-6	98	3	-10	11	12	0.8	-7
O=C(Nc1cccc(S(=O)(=O)N2CCOCC2)c1)c1cn(-c2ccccc2)nc1-c1ccc(F)cc1	0.9	7	-3	97	-16	-3	15	3	0.3	9

4 of the compounds above, with each value named.
O=C(CN1CCN(S(=O)(=O)c2ccc(F)cc2)CC1)c1ccc(O)c(O)c1
  hiPSC survival = -0.5
  m5-HT2A agonist = -6
  CaV13 FRET inh = -20
  ABCB6 inh 2 = 103
  PDI turbidity = 0
  Granule exo inh = -2
  H9c2 protect = 16
  Vif inh = 3
  aDG glyco act = 0.3
  N-glyco inh = -2

Cc1nc2sc(C(c3ccccc3)N3CCN(C(=O)c4ccco4)CC3)c(O)n2n1 (stereo unspecified)
  hiPSC survival = 1.2
  m5-HT2A agonist = -1
  CaV13 FRET inh = -8
  ABCB6 inh 2 = 98
  PDI turbidity = -8
  Granule exo inh = -3
  H9c2 protect = 9
  Vif inh = 2
  aDG glyco act = -0.3
  N-glyco inh = 0

COc1ccc(Cc2nc3ccc(C(=O)NCCc4ccccn4)cc3o2)cc1OC
  hiPSC survival = -0.4
  m5-HT2A agonist = 1
  CaV13 FRET inh = -6
  ABCB6 inh 2 = 99
  PDI turbidity = 14
  Granule exo inh = 3
  H9c2 protect = 12
  Vif inh = -8
  aDG glyco act = 0.1
  N-glyco inh = -2

CC1=CC(=NNS(=O)(=O)c2ccc([N+](=O)[O-])cc2)CC(C)(C)C1
  hiPSC survival = -1.8
  m5-HT2A agonist = 1
  CaV13 FRET inh = -5
  ABCB6 inh 2 = 97
  PDI turbidity = -4
  Granule exo inh = 4
  H9c2 protect = 0
  Vif inh = 5
  aDG glyco act = -0.1
  N-glyco inh = 0

Among those listed so far, two have bromine.
compound	hiPSC survival	m5-HT2A agonist	CaV13 FRET inh	ABCB6 inh 2	PDI turbidity	Granule exo inh	H9c2 protect	Vif inh	aDG glyco act	N-glyco inh
CNS(=O)(=O)c1cc(Br)ccc1S(=O)c1ccccc1C(=O)O (stereo unspecified)	-0.2	1	-4	92	-2	6	3	-4	0.0	-2
O=C(N/N=C\c1ccc(F)cc1)c1ccc(Cn2cc(Br)c([N+](=O)[O-])n2)o1	-0.9	1	-5	97	-4	-2	7	5	0.1	1

(listing goes on)
compound	hiPSC survival	m5-HT2A agonist	CaV13 FRET inh	ABCB6 inh 2	PDI turbidity	Granule exo inh	H9c2 protect	Vif inh	aDG glyco act	N-glyco inh
C#CCOc1ccc(CNC[C@H]2O[C@@H](n3ccc(N)nc3=O)[C@H](O)[C@@H]2O)cc1	4.0	1	-2	100	-1	1	2	·	-0.1	2
Cc1ccc(S(=O)(=O)NNC(=O)c2cnn(-c3ccc(Cl)cc3)c2C(F)(F)F)cc1	1.7	-2	-5	102	-7	1	-5	-17	0.1	-1
COc1ccc2[nH]c(=O)cc(C(=O)O)c2c1	1.8	10	-3	93	13	-3	2	-2	0.4	0
COc1ccccc1/C=N/NC(=O)C(=O)NCc1cccnc1	0.1	-4	-4	93	6	1	-1	9	-0.2	4
CCOC(=O)/C=C/C(=O)NNC(=O)c1ccccc1Cl	3.7	2	4	81	-7	-1	-3	-2	0.4	0
O=C(COc1ccc(Cl)cc1Cl)NNC(=S)NCc1ccco1	2.4	5	-4	100	-12	10	-15	33	0.2	1
CCn1c(SCC(=O)OCC(=O)N2c3ccccc3NC(=O)C2(C)C)nnc1-c1ccco1	-2.2	1	-5	95	-2	1	7	-2	-0.2	2
Cc1cccc(NC(=O)C2SC(=Nc3c(C)cccc3C)C(C(=O)N3CCOCC3)=C2N)c1 (stereo unspecified)	0.4	1	-3	100	-11	1	-12	-5	3.6	2
CC(=O)OCC1=C(C(=O)O)N2C(=O)C(NC(=O)CCn3nc(C(F)(F)F)c(Br)c3C3CC3)C2SC1 (stereo unspecified)	-1.1	-4	-1	99	17	0	1	5	-0.3	3

Assay outcomes deposited in PubChem by several laboratories.
